Casp6 inh: inhibitors of human caspase-6. P55212. purified caspase-6, Z-VEID-R110 cleavage fluorescence. inhibition, % at 12.5 µM. 350,000 tested, 0.53% active;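 active means mean inhibition across replicates at least about 35%, with every replicate also reaching that limit, limit read from the data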;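 further: 0% = median of neutral control wells and 100% = no fluorescence left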
esBAF inh: SWI/SNF esBAF complex inhibition; AID 602393; reporter increase, % at 12.5 µM; mouse ES cells, Bmi1-luciferase knock-in reporter, 24 h; 100% = twice the neutral-well signal; 350,000 tested, 2% active; in the data active means activation above about 40%;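 further: 0% = median of the plate's neutral control wells and 100% = double that signal; a rise in the Bmi1 reporter signal indicates esBAF inhibition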
RAD52 anneal inh: RAD52 (human) annealing inhibition; 360,000 tested, 0.46% active; AID 651710; recombinant RAD52 DNA annealing, FRET fluorescence; inhibition, % at 18.7 µM;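 active means every replicate showing at least 50% inhibition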
PglD inh: PglD (C. jejuni) enzyme inhibition; purified PglD enzyme, DTNB colorimetric CoA detection; inhibition, % at 12.5 µM; 360,000 tested, 0.098% active; AID 602405; in the data active means inhibition above about 16%, passing the limit was not always enough; further: strong numbers were not always called active
ERp5 block: inhibitors of human ERp5 | inhibition, % at 9.99 µM | Q15084 | 350,000 tested, 0.05% active | ERp5 insulin aggregation, absorbance 650 nm, 90 min | AID 651711;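 active means mean replicate inhibition above about 25%, with every replicate also reaching it, limit read from the data, passing the limit was not always enough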
Target sequence (Q15084 whole entry, looked up): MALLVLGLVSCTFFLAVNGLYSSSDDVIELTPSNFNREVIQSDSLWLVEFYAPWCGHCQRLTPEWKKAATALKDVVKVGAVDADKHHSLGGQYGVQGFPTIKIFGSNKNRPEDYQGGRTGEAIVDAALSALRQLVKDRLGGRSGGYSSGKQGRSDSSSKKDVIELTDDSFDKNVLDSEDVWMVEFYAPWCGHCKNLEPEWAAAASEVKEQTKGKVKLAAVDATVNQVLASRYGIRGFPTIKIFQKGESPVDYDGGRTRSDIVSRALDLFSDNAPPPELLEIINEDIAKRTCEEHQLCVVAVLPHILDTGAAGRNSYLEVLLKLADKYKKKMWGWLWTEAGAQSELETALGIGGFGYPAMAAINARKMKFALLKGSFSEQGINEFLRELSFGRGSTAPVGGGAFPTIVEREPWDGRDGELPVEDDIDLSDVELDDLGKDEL
ARNT TACC3 PPI: disrupts binding between human ARNT and TACC3. Q9Y6A5. AlphaScreen His-ARNT PAS-B/GST-TACC3 binding, luminescence; TACC3 fragment carries E629A point mutation. inhibition, % at 9.99 µM. 390,000 tested, 0.66% active. AID 623870;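 active means mean inhibition of replicates at least 50% and at least half of replicates each reaching 50%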;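 further: 0% = complete ARNT plus TACC3 wells and 100% = ARNT alone without TACC3; many hits fall short of the cut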
RAD54 branch: RAD54 (human) branch migration inhibition. Q92698. 360,000 tested, 0.14% active. AID 602329. inhibition, % at 10.4 µM. RAD54 Holliday junction branch migration, FAM/BHQ fluorescence;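 active means mean normalized replicate activity at least 40 and at least half of replicates scoring 40 or more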;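 further: 0% = median of neutral control wells and 100% = median of positive control wells; inhibitors cause a drop in the FAM fluorescence signal; in these data hits start at about 50%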
E-selectin induc: E-selectin induction on HUVECs; activation, % at 7.58 µM; P16581; 260,000 tested, 0.37% active; HUVEC E-selectin immunofluorescence imaging; normalized: neutral wells 0, TNF-alpha wells 100;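 active means mean E-selectin-positive cell signal at least 10% of the positive control, reached in at least 60% of replicates, without over 20% cell loss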;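 further: in these data hits start at about 27%; measured in HUVEC primary endothelial cells; signal is the percent of cells scored E-selectin positive by PE staining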
Target sequence (P16581 whole entry, looked up): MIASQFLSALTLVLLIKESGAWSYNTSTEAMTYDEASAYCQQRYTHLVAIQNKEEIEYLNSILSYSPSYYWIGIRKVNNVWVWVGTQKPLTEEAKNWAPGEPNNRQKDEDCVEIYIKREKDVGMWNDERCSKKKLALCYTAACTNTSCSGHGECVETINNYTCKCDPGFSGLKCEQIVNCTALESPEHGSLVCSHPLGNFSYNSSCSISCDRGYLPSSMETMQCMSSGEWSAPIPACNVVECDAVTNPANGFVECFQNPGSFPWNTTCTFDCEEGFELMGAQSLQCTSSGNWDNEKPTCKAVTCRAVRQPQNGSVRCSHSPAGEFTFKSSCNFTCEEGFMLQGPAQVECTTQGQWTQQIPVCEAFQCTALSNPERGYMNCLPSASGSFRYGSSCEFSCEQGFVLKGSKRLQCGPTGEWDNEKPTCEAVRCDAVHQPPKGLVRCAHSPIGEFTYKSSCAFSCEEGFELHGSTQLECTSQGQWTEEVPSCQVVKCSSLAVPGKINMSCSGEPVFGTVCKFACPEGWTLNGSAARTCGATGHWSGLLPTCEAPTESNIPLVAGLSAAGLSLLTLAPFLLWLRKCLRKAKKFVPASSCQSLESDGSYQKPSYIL
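System: HUVEC / Compound: single concentration / Signal: immunofluorescence imaging / Read-out: percent E-selectin-positive cells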
* marks the source's active call; other numbers are inactive results; x = no result given; & = joins results of further samples. Random draw from the library; overall some 3.2% were active at least once.

SMILES	Casp6 inh	esBAF inh	RAD52 anneal inh	PglD inh	ERp5 block	ARNT TACC3 PPI	RAD54 branch	E-selectin induc
COc1ccccc1CC(=O)Nc1ccccc1O	x	-7	x	-3	x	-14	-4	x
Cc1noc(C)c1NC(=O)Nc1ccc2c(c1)C(=O)N([C@H](C)CO)C[C@H](C)[C@H](CN(C)C)OCCCC[C@H](C)O2	-2	1	1	-3	0	-5	-1	-0.1
C/C=C/c1cnc2c(c1)C(=O)N([C@@H](C)CO)C[C@@H](C)[C@H](CN(C)S(=O)(=O)c1cn(C)cn1)O2	0	-5	-3	2	2	-5	7	0.2
Cc1c(CN2CCCC(C(=O)c3cccc(Cl)c3)C2)c(=O)n(-c2ccccc2)n1C (centres undefined)	3	-3	-8	-10	2	-4	-8	x
N#C[C@@H]1[C@@H](c2ccc(C#CC3CCCCC3)cc2)[C@H](CO)N1C(=O)Cc1ccccn1	-3	14	-35	0	1	21	3	0.0
CCCC(=O)Nc1ccc(Sc2ccc([N+](=O)[O-])cc2)cc1	x	2	x	3	x	5	2	x
COc1ccccc1-c1nnc(NC(=O)c2ccc(S(=O)(=O)N(C)CC3CCCO3)cc2)o1 (centres undefined)	3	-2	-5	-3	-9	32	6	2.6
CCOc1ccccc1C(=O)OCC(=O)Nc1ccc(OC(F)F)cc1	x	-4	x	-6	x	2	7	x
CCNc1nc(NC(C)C)nc(NC(C)(C)C)n1	1	x	-8	x	6	5	x	x
COc1ccc(-c2c(C)oc3c(CN4CCN(C)CC4)c(O)ccc3c2=O)cc1	-3	-2	-36	-4	7	-8	11	0.1
CCCN1[C@@H]2c3ccc(C4=CCCCC4)c(=O)n3C[C@H]1[C@H](CO)[C@H]2C(=O)Nc1ccccc1	0	3	10	-5	-3	5	-1	0.1
C[C@H]1CN([C@@H](C)CO)C(=O)c2cc(NS(=O)(=O)c3ccc(F)cc3)ccc2O[C@@H]1CN(C)C(=O)NC1CCCCC1	-3	0	-1	-3	0	-3	0	-16
CC(=O)NC(CC(C)C)C(=O)NC(=O)NCc1ccccc1 (centres undefined)	x	-7	x	-3	x	0	6	x
COc1ccc(CN(C)C[C@H]2OCCCC[C@@H](C)Oc3ccc(NS(=O)(=O)c4cccs4)cc3C(=O)N([C@H](C)CO)C[C@H]2C)cc1	1	-7	17	2	2	16	-1	-0.2
C[C@H](CO)N1C[C@H](C)[C@@H](CN(C)C(=O)CN(C)C)Oc2ncc(C#CC3(O)CCCC3)cc2C1=O	-1	-5	-2	-1	5	-3	2	0.8
C[C@@H]1CCCCO[C@H](CN(C)Cc2ccc(C(F)(F)F)cc2)[C@H](C)CN([C@H](C)CO)C(=O)c2cc(NC(=O)Nc3ccc(F)cc3)ccc2O1	-1	-1	-10	0	5	26	-3	x
CC(=O)Cn1nnc2sc3c(c2c1=O)CCC(C(C)(C)C)C3 (centres undefined)	6	x	-23	x	15	8	x	x
CC1CCN(C(=O)C2CC(c3ccc(F)cc3)=NO2)CC1 (centres undefined)	-1	33	-7	-8	0	x	0	x
Cc1cc(NCCO)c2ccccc2n1	x	18	x	-12	x	-2	19	x
COc1ccc(OC)c(NC(=O)CSc2ccc3ccccc3c2)c1	x	5	x	3	x	-6	3	x
Cc1ccccc1N1C(=O)C2ON(c3ccccc3)C(c3ccco3)C2C1=O (centres undefined)	1	x	-8	x	0	-9	x	2.1
C[C@H](CO)N1C[C@H](C)[C@H](CN(C)Cc2ccccc2)Oc2ccc(NS(C)(=O)=O)cc2CC1=O	-1	4	8	-4	2	-7	1	-0.3
COC(=O)CCC/C=C1/SCC(NC(=O)c2ccccc2)/C1=N/O (centres undefined)	3	x	-5	x	0	-3	x	x
CCC(=O)Nc1cc(C(=O)OC(C(=O)c2ccc(C)c(C)c2)c2ccccc2)ccc1C (centres undefined)	x	6	x	3	x	27	8	x
O=C(Nc1ccc([N+](=O)[O-])cc1)C1CC12CCC2 (centres undefined)	x	21	-6	-1	3	x	-4	0.0
CC1(C)C2CCC1(C(=O)O)c1nc3ccccc3nc12 (centres undefined)	0	-3	-18	-5	1	1	5	x
COc1cc2oc(=O)cc(CN3CCN(c4ccccc4F)CC3)c2cc1Cl	-6	4	-20	1	-4	x	5	x
CO/N=C/C(=N\Nc1ccc(OC)cc1)C(=O)c1ccc(F)cc1	2	-5	-24	x	-5	-5	x	2.6
CC(C)C[C@H]1CNC(=S)N1C[C@H]1CCCN1C[C@H](Cc1ccc(O)cc1)N1C[C@H](Cc2ccc(O)cc2)N(CC2CCCCC2)C1=S	3	-9	42	4	0	x	-10	0.1
Cc1nc2nc[nH]n2c(=O)c1NC(=O)c1cccc(OCC(C)C)c1	x	7	x	-4	x	-5	2	x

Some of the entries above in another layout:
SMILES: CO/N=C/C(=N\Nc1ccc(OC)cc1)C(=O)c1ccc(F)cc1
  Casp6 inh: 2 | esBAF inh: -5 | RAD52 anneal inh: -24 | PglD inh: x | ERp5 block: -5 | ARNT TACC3 PPI: -5 | RAD54 branch: x | E-selectin induc: 2.6

SMILES: CC(C)C[C@H]1CNC(=S)N1C[C@H]1CCCN1C[C@H](Cc1ccc(O)cc1)N1C[C@H](Cc2ccc(O)cc2)N(CC2CCCCC2)C1=S
  Casp6 inh: 3 | esBAF inh: -9 | RAD52 anneal inh: 42 | PglD inh: 4 | ERp5 block: 0 | ARNT TACC3 PPI: x | RAD54 branch: -10 | E-selectin induc: 0.1

The results go on.
SMILES	Casp6 inh	esBAF inh	RAD52 anneal inh	PglD inh	ERp5 block	ARNT TACC3 PPI	RAD54 branch	E-selectin induc
CN1CCN(C(=O)C[C@@H]2C[C@@H]3c4cc(NC(=O)NC5CCCC5)ccc4O[C@@H]3[C@H](CO)O2)CC1	-2	3	3	1	9	-6	2	-0.3
CCn1c(SCC(=O)Nc2ccccc2C)nnc1-c1ccccc1O	x	-1	x	-4	x	-4	9	x
Cc1cccc(Nc2n[nH]c(=S)s2)c1C	-1	x	-5	x	4	2	x	x
COc1ccc(CNC(=O)c2ccc(Cn3cc(Br)cn3)o2)cc1	3	x	-7	7	-1	36	-4	-3.9
Cc1ccc(C(=O)ONC(=O)c2ccc(Cl)cc2)cc1[N+](=O)[O-]	3	6	-1	3	0	-19	-15	-0.3
Cc1ccccc1Nc1nnc(SCC(=O)NCC2CCCO2)s1 (centres undefined)	-2	0	-4	1	-5	-5	-7	0.1
O=C(Nc1ccccc1)C1=C[C@@H](c2ccccc2)C[C@@H](OCc2ccc(CO)cc2)O1	1&-1	16	-99&-16	-4	8&-2	6	9	0.0
CCOC(=O)c1ccc(COC(=O)c2cc3ccccc3oc2=O)o1	x	27	x	0	x	-1	2	x
CCc1ccc(C(=O)NNC(=O)OC)cc1	0	x	-11	x	-3	-7	x	7.8
S=C(NCCc1ccccc1)Nc1ccccc1N1CCOCC1	-3	-2	-3	6	5	23	-10	x
Cc1cc(N)nc(SCC(=O)N2C(C)CCCC2C)n1 (centres undefined)	-1	0	-5	-4	5	-8	-4	-0.1
COc1ccc(CNCc2cccc(Oc3ccccc3)c2)cc1	-1	2	5	x	2	4	7	3.8
C[C@H]([C@H](O)c1ccccc1)N(C)C(=O)CN	1	-5	-3	4	2	5	3	0.1
COc1ccccc1CC(=O)Nc1ccc(S(=O)(=O)N2CC(C)CC(C)C2)cc1 (centres undefined)	-3	3	-35	2	-1	2	-2	1.2
CCCn1c(SCC(=O)Nc2cc(S(=O)(=O)N3CCOCC3)ccc2Cl)n[nH]c1=O	0	5	-26	-3	2	14	-3	-0.6
Cc1nn2c(-c3ccco3)nnc2c2ccccc12	x	8	x	6	x	1	-3	x
CCN1C(=O)/C(=C/c2nc3ccccc3c(=O)n2-c2ccc(C)cc2)c2ccccc21	-1	x	-5	x	-5	-4	x	x
N#C[C@H]1[C@H](c2ccc(-c3cncnc3)cc2)[C@@H](CO)N1C(=O)C1CCOCC1	2	1	-42	-1	-5	5	-4	0.1
Cc1ccc(NC(=O)Cn2nc(C)c(S(=O)(=O)N(C)C)c2C)cc1C	0	6	3	x	4	-1	x	-0.2
COc1ccccc1NS(=O)(=O)c1ccc2c(c1)N(C(C)=O)CC(C)S2 (centres undefined)	1	6	-5	8	-1	4	6	x
O=C(Cc1nc(-c2ccc(Br)s2)cs1)NCCN1CCOCC1	x	3	x	-2	x	1	-9	x
Cc1cc(C(=O)OCc2nnc(-c3ccccc3)o2)c(C)n1-c1ccccc1	x	26	x	0	x	0	-10	x
O=C(COC(=O)Cc1ccc(Cl)cc1)NCc1ccc(Cl)cc1	0	-2	-13	1	5	x	-4	2.7
COc1ccccc1-c1c(C)nn2c(N)c(-c3ccccc3)cnc12	2	23	-2	-2	-2	11	-1	2.1
COc1cccc(C(=O)COc2ccc(NC(=O)c3cccs3)cc2)c1	5	4	-3	-4	3	-6	-6	-0.1
CC(=O)Nc1ccc(S(=O)(=O)Nc2ccc3c(c2)n(C)c(=O)n3C)c(C)c1	1	-6	-7	1	0	-8	-1	x
CCOC(=O)c1sc(=S)n(CC)c1NC(=O)c1ccccc1C	1	x	-7	-2	4	x	4	x
C[C@H](CO)N1C[C@H](C)[C@@H](CN(C)S(=O)(=O)c2ccc(Cl)cc2)Oc2c(NC(=O)C3CCCCC3)cccc2C1=O	0	2	13	0	0	x	6	-9.2
CCNC(=O)[C@@H]1[C@@H](CO)[C@@H]2Cn3c(ccc(-c4ccccc4F)c3=O)[C@@H]2N1C(=O)CC	5	2	1	-7	-1	2	5	-0.3
Nc1[nH]c(C(=O)c2ccccc2)c(-c2cccnc2)c1C(=O)NCCc1ccc(Cl)cc1Cl	-1	x	-19	x	6	x	x	-0.3
Cc1nc(N2CCCCC2)sc1C=O	-1	x	0	x	-2	x	x	-0.1
COc1ccc(N2CCN(CC(=O)N3CCC(C)CC3)CC2)cc1	x	4	x	1	x	-1	-7	x
CCOC(=O)C1CCCN(CC(O)COCc2ccccc2OC)C1 (centres undefined)	0	-6	-19	2	0	2	-18	x
CCn1c2ccccc2c2c3ncc4cccn4c3ccc21	5	4	-23	7	-4	-31	0	x
Cc1cc(NC(=O)c2ccco2)ccc1-n1cnnn1	x	27	x	-5	x	-4	-2	x
Cc1ccc(C(=O)OCC(=O)NCc2cccs2)s1	1	x	-21	1	4	1	0	0.1
COc1ccc(CN(C)C[C@H]2Oc3ccc(NC(=O)Nc4ccc(OC)cc4)cc3C(=O)N([C@H](C)CO)C[C@H]2C)cc1	2	5	-9	-1	0	-5	0	0.0
CCOC(=O)c1ccccc1NC(=O)N[C@@H](C)C(=O)OC	-5	3	-8	2	-2	-6	6	x
O=C(Nc1ccc2c(c1)OCCO2)c1ccccc1Cl	3	-10	-7	0	0	x	6	1.0
Brc1ccc2nc(-c3ccc(CN4CCC5(CC4)CNc4ccccc45)cc3)c(-c3ccccc3)nc2c1	-1	x	-19	x	1	x	x	0.3

Single records, as listed above:
`Brc1ccc2nc(-c3ccc(CN4CCC5(CC4)CNc4ccccc45)cc3)c(-c3ccccc3)nc2c1` is entered as Casp6 inh = -1; esBAF inh = x; RAD52 anneal inh = -19; PglD inh = x; ERp5 block = 1; ARNT TACC3 PPI = x; RAD54 branch = x; E-selectin induc = 0.3
`COc1ccc(N2CCN(CC(=O)N3CCC(C)CC3)CC2)cc1` is entered as Casp6 inh = x; esBAF inh = 4; RAD52 anneal inh = x; PglD inh = 1; ERp5 block = x; ARNT TACC3 PPI = -1; RAD54 branch = -7; E-selectin induc = x

Continued:
SMILES	Casp6 inh	esBAF inh	RAD52 anneal inh	PglD inh	ERp5 block	ARNT TACC3 PPI	RAD54 branch	E-selectin induc
CN1CCN(C(=O)C[C@@H]2CC[C@H]3[C@@H](COC[C@@H](O)CN3Cc3cccc(Cl)c3)O2)CC1	-2	2	18	3	-7	-1	3	0.1
CC(C)c1ccc(S(=O)(=O)N2CCN(C(=O)CCNS(=O)(=O)c3ccccc3F)CC2)cc1	1	-4	1	-4	12	3	1	3.8
C[C@H]1CCCCO[C@H](CN(C)C(=O)CCC(F)(F)F)[C@@H](C)CN([C@@H](C)CO)C(=O)c2cc(NS(=O)(=O)c3cccs3)ccc2O1	x	-3	x	-1	x	-4	-6	2.1
CC(C)Oc1ccc(CCC(=O)NNC(=O)c2ccccc2C(=O)O)cc1	0	0	-8	-3	0	-7	-5	x

Source: PubChem BioAssay (Broad Institute)
